Screening data (PubChem)
ALDH1A1 block = inhibitors of human aldehyde dehydrogenase 1A1. Purified ALDH1A1, NADH fluorescence, propionaldehyde substrate. Potency, µM (titrated, usually from 75.3 µM), inactives show top-dose activity, negative = inhibition, usual class: inhibitors. 7.3% of 220,000 active. AID 1030; active = well fitted inhibition curve with a large enough effect, not every such curve was filed as active; inconclusive = small, poorly fitted or top-dose-only effect, or another doubt; inactive = no such curve, though single readings can be large or run the other way;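 note: plate controls were no enzyme wells and a reference inhibitor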
GLA spleen mod = inhibitors or activators of human alpha-galactosidase in spleen homogenate; P06280; human spleen homogenate, 4MU-alpha-Gal fluorescence, 40 min; Potency, µM (titrated, usually from 80 µM), without a hit: top-dose activity change, negative = inhibition, actives largely listed as inhibitors; 0.008% of 240,000 active; AID 2107;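 note: 0% = enzyme with vehicle and -100% = no enzyme basal signal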
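Human spleen homogenate (1 ug) was the enzyme source, with 4-methylumbelliferyl-alpha-D-galactopyranoside (1 mM final) in pH 5.0 citrate buffer with 0.01% Tween-20. Compounds were titrated; after 40 min at 37C, NaOH/glycine stop, 4-MU fluorescence read; AC50 from Hill fits.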
Tau ThT inhib = inhibitors of human tau fibril formation, thioflavin T binding; P10636; recombinant tau K18 P301L, heparin-induced fibrillization, ThT fluorescence; Potency, µM (highest dose often 57.4 µM), inactives show top-dose activity, negative = inhibition, hits mostly inhibitors; 2.1% of 270,000 active; AID 1460; note: nearly all actives have a fitted effect of over 55% in size
Target sequence (P10636 561-689 P618L limits assumed): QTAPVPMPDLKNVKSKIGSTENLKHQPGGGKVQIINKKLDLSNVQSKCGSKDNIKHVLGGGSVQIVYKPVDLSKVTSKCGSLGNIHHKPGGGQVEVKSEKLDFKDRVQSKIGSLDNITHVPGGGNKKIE
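Aggregation was driven by heparin (20 uM final) acting on recombinant tau […] bearing P301L in 100 mM sodium acetate pH 7; fibrils were detected with Thioflavin T.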
L3MBTL1 block = L3MBTL1 (human) inhibition; Q9Y468; Potency, µM (top dose mostly 57.1 µM), for the others: at the highest dose activity, negative = inhibition, actives largely listed as inhibitors; AlphaScreen L3MBTL1–H3K9me1 peptide binding; 0.66% of 230,000 active; AID 485360; note: nearly all actives have a fitted effect of over 60% in size
Target sequence (Q9Y468 whole entry, looked up): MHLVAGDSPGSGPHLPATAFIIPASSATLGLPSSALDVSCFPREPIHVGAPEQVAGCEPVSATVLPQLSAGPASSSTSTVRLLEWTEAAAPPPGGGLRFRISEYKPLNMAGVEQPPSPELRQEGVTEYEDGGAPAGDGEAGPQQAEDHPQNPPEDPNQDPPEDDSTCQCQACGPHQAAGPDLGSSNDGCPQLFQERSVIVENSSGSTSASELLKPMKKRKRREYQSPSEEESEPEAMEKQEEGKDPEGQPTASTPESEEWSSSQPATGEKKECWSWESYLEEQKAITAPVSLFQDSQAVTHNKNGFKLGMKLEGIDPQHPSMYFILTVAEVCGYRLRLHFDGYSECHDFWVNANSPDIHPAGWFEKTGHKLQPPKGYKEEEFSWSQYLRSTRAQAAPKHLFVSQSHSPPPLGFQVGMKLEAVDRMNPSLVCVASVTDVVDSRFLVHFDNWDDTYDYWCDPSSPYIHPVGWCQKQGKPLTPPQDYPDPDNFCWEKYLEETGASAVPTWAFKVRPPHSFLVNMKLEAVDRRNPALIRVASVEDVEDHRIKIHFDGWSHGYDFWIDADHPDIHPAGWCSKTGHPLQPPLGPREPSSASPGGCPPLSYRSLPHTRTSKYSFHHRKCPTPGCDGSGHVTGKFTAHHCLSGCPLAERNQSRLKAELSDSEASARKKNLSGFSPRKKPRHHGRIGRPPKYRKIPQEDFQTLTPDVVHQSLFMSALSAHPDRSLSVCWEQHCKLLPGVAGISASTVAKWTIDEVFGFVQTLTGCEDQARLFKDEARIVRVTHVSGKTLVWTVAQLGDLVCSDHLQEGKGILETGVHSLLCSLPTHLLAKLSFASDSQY
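L3MBTL1 (50 nM) pre-complexed 30 min with biotinylated H3(1-15)K9me1 peptide (75 nM), then compounds added for 30 min at room temperature; AlphaScreen streptavidin donor/nickel chelate acceptor beads (10 ug/mL final) read after 30 min dark incubation.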
Tau fluor cs = counter-screen for tau fibril formation inhibitors | Potency, µM (top dose mostly 57.7 µM), without a hit: at the top dose activity change, negative = decrease | tau K18 P301L (four-repeat tau fragment) Alexa594 fluorescence, heparin fibrillization | 0.93% of 280,000 active | AID 1463; note: nearly all actives have a fitted effect of over 55% in size
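Human K18 P301L tau (15 uM unlabeled plus 0.24 uM Alexa 594-labeled, final) in 100 mM sodium acetate pH 7 was mixed with compound and 20 uM heparin and incubated 6 hr at 37 C.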
Tau fibril FP = tau fibrillization inhibition (FP). P10636. K18 P301L tau heparin fibrillization, Alexa594 FP, 6 h. Potency, µM (top dose mostly 57.7 µM), inactives show at the highest dose activity, negative = inhibition, hits mostly inhibitors. 0.39% of 280,000 active. AID 1468; note: nearly all actives have a fitted effect of over 55% in size
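Read-out: fluorescence polarization of Alexa 594-labeled tau (0.24 uM), 555 nm excitation, 632 nm emission. Mixtures held 15 uM unlabeled K18 P301L, compound and 20 uM heparin, pH 7 acetate buffer, incubated 6 hr at 37 C.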
TexasRed fluor = alters Texas Red total fluorescence, flagging assay interference; TRb/SRC2 Texas Red total fluorescence interference; Potency, µM (top dose mostly 106 µM), for inactives: at the highest dose fluorescence change, negative = quenching; AID 1479; 0.29% of 280,000 active; active = well fitted curve in either direction with a large enough effect; inconclusive = small, poorly fitted or top-dose-only effect
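Flags fluorescent or light-absorbing compounds by total fluorescence, S + 2P, at 555 nm excitation and 632 nm emission. Mixture: 20 nM Texas Red SRC2 peptide, 0.6 uM human TRb LBD, 1 uM T3, 5% DMSO; compound exposure 5 h at ambient temperature.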
TRb-SRC2 inh = TRbeta-SRC2 interaction inhibition | P10828 | TRbeta-SRC2 peptide binding, fluorescence polarization; receptor liganded with 1 µM T3 | Potency, µM (titrated, usually from 106 µM), inactives show at the highest dose activity change, negative = inhibition, hits mostly inhibitors | 0.065% of 280,000 active | AID 1469;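 note: plate controls were bound peptide for no effect and peptide without receptor for full effect; nearly all actives have a fitted effect of over 50% in size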
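TRb LBD 0.6 uM + Texas Red SRC2 peptide 20 nM, 1 uM T3, Tris buffer w/ 5% DMSO; compound pinned, 5 h RT; FP read ex 555/em 632; normalized to unbound and bound controls.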
An asterisk follows results filed as active; ? = inconclusive; / = no result given; [ ] = another dose, or the depositor's remark. Unless noted, calls come from the whole dose curve; as a rule, active = well fitted curve in the direction sought with a large enough effect; inconclusive = small, poorly fitted or top-dose-only effect, or another doubt; inactive = no such curve, though single readings can be large; an effect the other way counts as inactive or inconclusive. Unless noted, % is set by controls: 0 for no effect and ±100 for the full control effect; potency is the fitted concentration of half-maximal effect.

Order of results – ALDH1A1 block	GLA spleen mod	Tau ThT inhib	L3MBTL1 block	Tau fluor cs	Tau fibril FP	TexasRed fluor	TRb-SRC2 inh
- COc1ccc(Nc2ncc3c(n2)CCN(Cc2cc(Br)cs2)C3)c(OC)c1
  /	/	-11%	/	?	10%	-1%	-5%
- CCSC1=NCCN1C(=O)c1ccc(S(=O)(=O)N(C)C)cc1
  8%	0%	-5%	/	-2%	-3%	-1%	0%
- Nc1nc(SCC(=O)Nc2ccccc2-c2ccccc2)n[nH]1
  ?	21%	-4%	0%	-3%	2%	-1%	-13%
- Cc1ccc(NC(=S)N2CCC(c3ccccc3)C2)c(Cl)c1 (stereo unspecified)
  -8%	0%	-16%	/	-19%	-1%	0%	4%
- Cc1cccc(NC(=S)NNC(=O)c2sccc2C)c1
  ?	9%	-13%	/	-15%	-3%	-1%	-9%
- CC(C)C(c1nnnn1C1CCCCC1)N1CCc2ccccc2C1 (stereo unspecified)
  25µM*	0%	-6%	3%	0%	-2%	-1%	-7%
- C/C(=N\Nc1cc(C)nc(-c2ccccc2O)n1)c1ccccc1
  2%	1%	-5%	2%	-1%	-1%	2%	4%
- CC(C)NC(=O)[C@@H]1C[C@H]1[C@@H](NC(=O)OCc1ccccc1)c1ccccc1
  1%	-2%	1%	/	4%	11%	0%	0%
- Nc1nc(CC(=O)O)cs1
  -14%	15%	/	/	/	/	1%	6%
- O=C(Cn1c(=O)n(-c2ccccc2)c(=O)c2c3c(sc21)CCCC3)Nc1ccc(F)cc1
  /	/	16%	/	-22%	?	-15%	5%
- Clc1ccc(C2=NNC(=NCc3ccc4c(c3)OCO4)SC2)cc1
  22µM*	-4%	?	-7%	?	-4%	-1%	-6%
- COc1cccc(C(=O)CSc2nc3cccnc3n2C)c1
  ?	8%	?	-7%	3%	-2%	3%	-13%
- CCCCNC(=O)C1c2ccccc2Oc2ccccc21
  0%	4%	6%	-11%	0%	?	-1%	19%
- CCCCN1C(=O)CC(Sc2ccccc2C(=O)O)C1=O (stereo unspecified)
  ?	7%	-12%	-4%	2%	7%	-1%	-2%
- Cc1ccc(OCCn2ccc(=O)[nH]c2=O)cc1C
  9%	8%	-13%	6%	-9%	-6%	-1%	-1%
- COCCN(C(=O)C(C)C)c1nnc(-c2ccc(C)cc2)s1
  -5%	4%	-10%	-11%	-3%	7%	-2%	-11%
- O=C(c1ccc2ccccc2n1)N1CCN(c2ccccc2)CC1
  7%	1%	-9%	4%	-8%	-2%	-1%	-5%
- Cc1ccc(CNC(=O)c2ccc(NC(=O)CCS(=O)(=O)c3cccs3)cc2)cc1
  -2%	1%	5%	/	-8%	-1%	-4%	-6%
- O=C(N/N=C/c1ccc(Br)s1)c1c[nH]c2ccccc12
  -1%	-5%	13%	-2%	?	1%	-4%	2%
- O=C(c1cccs1)N1CCC(N2CCN(c3ccccc3)CC2)CC1
  ?	-8%	?	?	-6%	3%	0%	?
- COC(=O)Cc1c(O)ccn(Cc2ccc3c(c2)OCO3)c1=O
  12%	-4%	3%	8%	5%	5%	-3%	-7%
- O=C(Nc1ccc(C(F)(F)F)cc1)c1cc(S(=O)(=O)N2CCCc3ccccc32)ccc1F
  /	/	3%	/	-30%	?	0%	3%
- N#CC1=C(S)N(c2ccccc2)C(c2ccc(-c3ccc(Cl)c(Cl)c3)o2)NC1=O (stereo unspecified)
  /	8%	16µM*	/	-21%	25µM*	-2%	-2%
- Cc1ccnc(NS(=O)(=O)c2ccc(N3C(=O)c4ccccc4C3=O)cc2)n1
  3%	2%	1%	9%	3%	1%	0%	-3%
- CC1CCN(C(=S)Nc2ccc(SC(F)F)cc2)CC1
  -10%	0%	8%	-4%	-4%	-7%	-1%[53 µM]	8%[53 µM]
- COc1cccc(/C(O)=C/c2nc3ccc(C(=O)NCCc4ccc(Cl)cc4)cc3[nH]c2=O)c1
  ?	4%	?	5%	-23%	12%	?	13%
- CC(C)c1nn2c(=O)cc(COC(=O)c3cccs3)nc2s1
  /	/	-7%	/	-1%	-1%	-6%	6%
- COc1ccc2[nH]c(C)c(CCN(Cc3cccs3)C(=S)Nc3cccc(F)c3)c2c1
  ?	-15%	?	-3%	10µM*[quencher]	2%	3%	21%
- CCCCSCc1ccc(C(=O)O)o1
  5%	-1%	-1%	21%	4%	1%	-2%	-11%
- COC(=O)c1ccc(NC(=O)CSc2nnc(COc3ccc4c(c3)CCCC4)o2)cc1
  ?	-4%	3%	50%[activator]	-24%	?	-6%	-2%
- CN(Cc1ccno1)Cc1cn(C)nc1-c1ccc(Oc2ccccc2)cc1
  -11%	-3%	-18%	-1%	-12%	-5%	-6%	-8%
- COc1ccc(OC)c(NC(=O)C(C)n2c(=O)c(-c3ccccc3NC(C)=O)nc3ccccc32)c1 (stereo unspecified)
  /	/	7%	/	6%	-5%	-1%	3%
- CCOc1ccc(Nc2ccnc3cc(Cl)ccc23)cc1
  /	-4%	/	/	-20%	0%	-4%	1%
- CC1(C)Cc2cccc(C(=O)NC3CCN(Cc4ccccc4)CC3)c2O1
  -3%	0%	8%	-3%	8%	4%	1%	-6%
- CCC(C)NC(=O)C(Sc1ccccc1)c1ccccc1 (stereo unspecified)
  ?	-16%	6%	47%[activator]	2%	-4%	-4%	2%
- CC1CCCCC12NC(=O)N(Cc1cc(=O)n3ccsc3n1)C2=O (stereo unspecified)
  /	9%	-16%	-16%	-18%	-11%	-2%	1%
- COc1ccc(C)cc1NC(=O)COC(=O)C1CC1
  2%	0%	-4%	/	-5%	2%	-2%	-10%
- COCCCn1c(SCc2nnc(-c3ccc(OC)c(OC)c3)o2)nnc1-c1ccncc1
  5%	4%	-4%	0%	-3%	5%	-1%	-16%
- Cc1ccc(-c2nc(C)c(CCNS(=O)(=O)c3ccc(F)c(C(F)(F)F)c3)s2)cc1
  /	/	-3%	/	?	-2%	-2%	3%
- Brc1ccccc1-c1nnc(COc2ncnc3ccccc23)o1
  /	11%	-3%	/	-10%	-1%	-2%	-2%
- CCOc1ccccc1N(C(=O)Nc1ccc(Cl)cc1)C1=NC(C)CS1 (stereo unspecified)
  0%	5%	6%	-5%	4%	6%	1%	8%
- COc1ccc(OC)c(S(=O)(=O)NCCc2ccccc2)c1
  ?	-2%	1%	/	-5%	-9%	0%	7%
- Cc1ccc(CNC(=O)/C(C#N)=C/c2ccc(C)s2)cc1
  -15%	14%	-10%	-5%	-4%	2%	1%	0%
- O=C(Cn1nc(C(F)F)cc1C(F)F)NNC(=S)Nc1ccc(F)cc1
  0%	3%	-8%	/	-9%	-7%	-2%	-15%
- CCCCN(CC)C(=O)Cc1ccccc1OC
  0%	11%	-4%	8%	-1%	2%	-2%	-8%

The final 4 entries of the part before open the next one.
Order of results – ALDH1A1 block	GLA spleen mod	Tau ThT inhib	L3MBTL1 block	Tau fluor cs	Tau fibril FP	TexasRed fluor	TRb-SRC2 inh
- COc1ccc(OC)c(S(=O)(=O)NCCc2ccccc2)c1
  ?	-2%	1%	/	-5%	-9%	0%	7%
- Cc1ccc(CNC(=O)/C(C#N)=C/c2ccc(C)s2)cc1
  -15%	14%	-10%	-5%	-4%	2%	1%	0%
- O=C(Cn1nc(C(F)F)cc1C(F)F)NNC(=S)Nc1ccc(F)cc1
  0%	3%	-8%	/	-9%	-7%	-2%	-15%
- CCCCN(CC)C(=O)Cc1ccccc1OC
  0%	11%	-4%	8%	-1%	2%	-2%	-8%
- O=C(CSc1nc2ccccc2o1)Nc1nc2ccccc2s1
  10%	1%	?	-2%	-14%	-5%	2%	9%
- CCCCCCCc1nn2c(=O)cc(O)nc2s1
  10%	-4%	-16%	4%	-1%	0%	3%	-4%
- O=C(NCC1CCCO1)/C(=C/c1ccc(Cl)cc1)NC(=O)c1ccccc1 (stereo unspecified)
  -2%	5%	1%	11%	2%	2%	-5%	-1%
- O=c1oc2ccccc2c(N2CCCCC2)c1CN1CCCC1
  -12%	-2%	-1%	4%	4%	2%	-1%	-3%
- O=C(NCc1cccnc1)Nc1ccccc1
  8%	3%	-10%	8%	-9%	1%	0%	-2%
- Cc1ccc2nc(NC(=O)c3ccc(N4C(=O)CCC4=O)cc3)sc2c1
  18%	5%	4%	-2%	5%	0%	-2%	-5%
- CC(=O)Nc1ccc(-c2nnn(CC(=O)Nc3ccc4c(c3)OCO4)n2)cc1Cl
  10%	-6%	5%	6%	-7%	-9%	0%	10%
- Cc1ccc(-c2ccc(=O)n(CC(=O)NCCCN3CCCCC3)n2)cc1
  ?	11%	8%	-14%	7%	-8%	-1%	-18%
- CC(=O)N1CCC(C(=O)Nc2cc(C)cc(C)c2)CC1
  3%	-1%	5%	2%	6%	2%	0%	-1%
- COc1ccc(O)c(C2Nc3ccccc3-n3c(-c4ccccc4)c4c(=O)n(C)c(=O)n(C)c4c32)c1 (stereo unspecified)
  /	/	9%	/	4%	-4%	-2%	5%
- CCN(CC)CCNCc1cc(Br)ccc1OCC(=O)NCc1ccccc1
  -4%	-11%	-9%	-3%	-5%	5%	0%	-3%
- CCc1ccc(NC(=O)Cn2nnc(-c3ccc(C)cc3-n3cnnn3)n2)cc1
  /	1%	/	/	-13%	-15%	1%	-3%
- CCC(CC)C1C(C#N)=C(N)Oc2n[nH]c(-c3ccccc3)c21 (stereo unspecified)
  1%	-8%	-3%	/	?	?	1%	-15%
- O=C(NCC1CCCO1)c1cc2ccccc2[nH]1 (stereo unspecified)
  -9%	-7%	-6%	2%	-5%	0%	0%	4%
- CCOC(=O)N1CCN(CC(=O)Nc2ccc(F)c(F)c2)CC1
  -3%	-4%	-19%	/	-18%	-8%	-8%	4%
- O=C(NCc1ccco1)C(=O)NCC1OCCN1S(=O)(=O)c1ccc(Br)cc1 (stereo unspecified)
  ?	-9%	-16%	/	-11%	6%	1%	2%
- CCOC(=O)COc1cc2c(C(=O)OCC)c(C)oc2cc1Br
  -10%	-9%	-6%	1%	1%	4%	-1%	2%
